Assay outcomes: PubChem, National Center for Advancing Translational Sciences (NCATS)
hERG WT inh = qHTS for Inhibitors of KCHN2 3.1: Wildtype qHTS | U2OS, BacMam KCNH2, thallium flux FluxOr; active compounds read low | activity change, % at 1.84 µM | 340,000 tested, 0.37% active | Voltage-gated inwardly rectifying potassium channel KCNH2 (Homo sapiens), Q12809;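 active means maximum activity change below -70%; inconclusive means maximum activity change between -70% and -50%; inactive means maximum activity change above -50%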; further: on the % scale 0 is the no-effect control and ±100 the full control effect
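U2OS cells transduced with wild-type KCNH2 virus are loaded with FluxOr dye for 45 min, and thallium flux is measured in kinetic reads before and after stimulation buffer. Rate constants are normalized to DMSO controls.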
MBNL1-CUG inh = qHTS Assay for Inhibitors of MBNL1-poly(CUG) RNA binding; Potency, µM (titrated, usually from 57.5 µM), for inactives: at the highest dose activity change, negative = inhibition, most hits filed as inhibitors; AID 2675, 2010; TR-FRET MBNL1-His/biotin-(CUG)12 binding, 665/545 ratio; 280,000 tested, 0.036% active; Muscleblind-like protein 1 (Homo sapiens), Q9NR56; active means well fitted inhibition curve with a large enough effect in the signal ratio, with a control signal flat, not every such curve was filed as active; inconclusive means small, poorly fitted or top-dose-only effect, or effect the other way, or a change in a side signal; inactive means no such curve, though single readings can be large or run the other way; the % refers to the signal ratio; further: potency means the concentration at half of the fitted maximal effect; on the % scale 0 is the no-effect control and ±100 the full control effect
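TR-FRET readout: Ex 340 nm, 665/545 nm emission ratio, normalized to buffer-only (basal) and MBNL1-(CUG)12 controls. Complex of MBNL1-His with Biotin-(CUG)12, compounds 92 nM–58 uM, incubated 60 min at room temperature.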
GALK inh = qHTS Assay for Inhibitors of Human Galactokinase (GALK); P51570; AID 1868, 2009; 270,000 tested, 0.007% active; Potency, µM (titrated, usually from 57.5 µM), without a hit: at the top dose activity change, negative = inhibition, hits mostly inhibitors; Purified GALK, Kinase-Glo residual ATP luminescence; further: potency means the concentration at half of the fitted maximal effect; on the % scale 0 is the no-effect control and ±100 the full control effect
Target sequence (P51570 whole entry, looked up): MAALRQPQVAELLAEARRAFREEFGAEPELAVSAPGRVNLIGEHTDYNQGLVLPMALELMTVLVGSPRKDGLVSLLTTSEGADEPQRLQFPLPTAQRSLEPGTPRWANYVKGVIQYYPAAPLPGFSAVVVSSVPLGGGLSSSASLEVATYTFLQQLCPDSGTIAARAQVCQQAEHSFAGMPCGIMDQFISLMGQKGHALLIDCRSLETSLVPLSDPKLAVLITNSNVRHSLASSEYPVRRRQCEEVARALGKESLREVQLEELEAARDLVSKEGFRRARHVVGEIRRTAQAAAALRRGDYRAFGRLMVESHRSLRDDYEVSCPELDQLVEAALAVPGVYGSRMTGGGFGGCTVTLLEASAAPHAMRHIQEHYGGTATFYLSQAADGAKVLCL
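GALK at 5 nM final was combined with compound, 35 uM ATP and 100 uM galactose in HEPES pH8.0 with MgCl2 and DTT. The reaction ran one hour at room temperature before luminescent ATP detection.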
PKM2 activator = qHTS Assay for Activators of Human Muscle isoform 2 Pyruvate Kinase | purified PKM2, Kinase-Glo ATP luminescence, activation; response scale: 0% is enzyme alone, no compound | 260,000 tested, 0.34% active | Pyruvate kinase PKM (Homo sapiens), P14618 | Potency, µM (top dose mostly 57.5 µM), for inactives: top-dose activation, most hits filed as activators; further: potency means the concentration at half of the fitted maximal effect; on the % scale 0 is the no-effect control and ±100 the full control effect; nearly all actives have a fitted effect of over 55% in size
Target sequence (P14618 whole entry, looked up, canonical isoform): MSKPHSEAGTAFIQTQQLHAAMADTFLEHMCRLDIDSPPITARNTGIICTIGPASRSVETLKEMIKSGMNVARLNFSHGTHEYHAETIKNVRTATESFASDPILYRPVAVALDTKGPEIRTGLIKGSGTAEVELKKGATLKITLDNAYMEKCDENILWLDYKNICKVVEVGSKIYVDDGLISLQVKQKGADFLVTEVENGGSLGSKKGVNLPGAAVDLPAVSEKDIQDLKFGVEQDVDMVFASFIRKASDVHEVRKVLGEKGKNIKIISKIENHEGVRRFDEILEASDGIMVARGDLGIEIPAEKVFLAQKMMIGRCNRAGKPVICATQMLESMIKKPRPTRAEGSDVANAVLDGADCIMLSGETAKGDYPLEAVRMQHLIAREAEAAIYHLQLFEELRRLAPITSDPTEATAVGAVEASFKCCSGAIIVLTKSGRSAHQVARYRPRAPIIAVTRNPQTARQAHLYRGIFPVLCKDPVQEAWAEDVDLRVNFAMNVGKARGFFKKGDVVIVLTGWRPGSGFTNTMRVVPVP
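hPK-M2, >95% pure; 0.1 mM ADP / 0.5 mM PEP final; imidazole pH7.2 buffer w/ 7 mM MgCl2, 50 mM KCl; 1 h RT; Kinase-Glo lum. Intermediate enzyme activity for dual inhibitor/activator qHTS.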
BCR signal inh = qHTS Assay to Find Inhibitors of Chronic Active B-Cell Receptor Signaling; Potency, µM (highest dose often 46.1 µM), inactives show at the top dose ratio change, negative = lower green/red ratio, most hits filed as inhibitors; AID 493014, 2011; 340,000 tested, 0.05% active; ABC-DLBCL IkBa-CBG/CBR reporter, luminescence ratio, 4 h; active means well fitted inhibition curve with a large enough effect in the signal ratio, with a control signal flat, not every such curve was filed as active; inconclusive means small, poorly fitted or top-dose-only effect, or effect the other way, or a change in a side signal; the % refers to the signal ratio;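 further: potency means the concentration at half of the fitted maximal effect; plate controls were basal doxycycline-induced cells for no effect and cells given 10 µM MG132 for full effect; MG132 reads +100%, hits lower the ratio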
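TMD8 human ABC-DLBCL cells with doxycycline-inducible IκBα–green luciferase fusion and unfused red luciferase, in 0.5% FBS medium; compounds up to 46 uM, 4 h at 37C. Green/red luminescence ratio, filter-overlap corrected, fitted to concentration-response curves.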
Menin MLL FP TR = qHTS Assay for Inhibitors Targeting the Menin-MLL Interaction in MLL Related Leukemias: Competition With Texas Red Labeled MLL-derived Mutant Peptide; AID 1768, 2009; Potency, µM (series often up to 61.6 µM), inactives show at the top dose FP activity change, negative = inhibition, most hits filed as inhibitors; 270,000 tested, 0.23% active; Menin + Texas Red MLL mutant peptide, fluorescence polarization; O00255; active means well fitted inhibition curve with a large enough effect in the polarisation, with a control signal flat, not every such curve was filed as active; inconclusive means small, poorly fitted or top-dose-only effect, or effect the other way, or a change in a side signal; inactive means no such curve, though single readings can be large or run the other way; the % refers to the polarisation; further: potency means the concentration at half of the fitted maximal effect; % of control where 0% means no effect; many of its hits are not listed in these tables
TSHR antagonist = Antagonists of the Thyroid Stimulating Hormone Receptor: HTS campaign; 330,000 tested, 0.2% active; activity change, negative = inhibition, % at 11.5 µM; TSHR-expressing cells, TSH-stimulated cAMP HTRF, 2 h; active compounds read low;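 active means activity change below a set negative limit, meaning inhibition stronger than a set level, cut at about -70% in these data; inconclusive means activity change between two set negative limits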; further: on the % scale 0 is the no-effect control and ±100 the full control effect
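Read-out is FRET at 665 nm (cryptate excitation 337 nm) from a cryptate-tagged anti-cAMP antibody, competed by cell cAMP against cAMP-d2. Compounds are tested on freshly harvested TSHR cells challenged with 4nM TSH (EC80) for 2 hours at 37 deg C.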
Mito fusion act = qHTS Assay for Small Molecule Inhibitors of Mitochondrial Division or Activators of Mitochondrial Fusion | S. cerevisiae fusion-defective mutant growth rescue, CellTiterGlo 48 h | Potency, µM (top dose mostly 46.1 µM), inactives show at the top dose growth rescue (activation), actives largely listed as activators | 320,000 tested, 0.23% active | AID 485298, 2010;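 further: potency means the concentration at half of the fitted maximal effect; % of control where 0% means no effect; nearly all actives have a fitted effect of over 45% in size; temperature-sensitive fusion mutants such as fzo1-1 at 37 °C on non-fermentable ethanol glycerol medium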
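Luminescent cell viability in 1536-well qHTS format served as the measure of rescued growth in ts fusion-mutant S. cerevisiae cultured on non-fermentable YPEG for 48 hours at 37C.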
Eya2 phos inh = qHTS Assay for Inhibitors of the Phosphatase Activity of Eya2; Protein phosphatase EYA2 (Homo sapiens), O00167; recombinant Eya2, OMFP fluorescence dephosphorylation (OMFP is methylfluorescein phosphate); Potency, µM (series often up to 76.9 µM), for the others: top-dose activity, negative = inhibition, most hits filed as inhibitors; 330,000 tested, 0.006% active; AID 488837, 2010; further: potency means the concentration at half of the fitted maximal effect; on the % scale 0 is the no-effect control and ±100 the full control effect
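Eya2 (0.2 uM) preincubated 10 min at ambient with compound, then OMFP substrate added at 50 uM; 10 min reaction in 50 mM HEPES pH 7.5, 50 mM NaCl, 5 uM MgCl2, 0.05% BSA, 1 mM DTT. Fluorescence read at Ex 485/Em 525 nm.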
USP2a block = qHTS Assay for Inhibitors of Ubiquitin-specific Protease USP2a Using CHOP2 as the Reporter; Ubiquitin carboxyl-terminal hydrolase 2 (Homo sapiens), O75604; USP2 core, Ub-CHOP2 coupled fluorogenic reporter, 485/531; Potency, µM (top dose mostly 38.3 µM), for inactives: at the top dose activity change, negative = inhibition, hits mostly inhibitors; 330,000 tested, 0.01% active;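 further: potency means the concentration at half of the fitted maximal effect; plate controls were DMSO wells for no effect and full inhibition by NEM control for full effect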
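Cell-free coupled assay: 10nM USP2 core preincubated 30min RT with compound in Tris-HCl pH 8.0/CaCl2/CHAPS buffer, then 25nM Ub-CHOP2 and 25nM reporter substrate; fluorescence (Ex 485/Em 531) read after 60min RT, normalized to NEM inhibition, concentration-response curves fitted.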
ASM inhibitor = Inhibitors of Secretory Acid Sphingomyelinase (S-ASM): qHTS. Sphingomyelin phosphodiesterase (Homo sapiens), P17405. placental ASM, HMU-PC fluorogenic substrate, 60 min. Potency, µM (highest dose often 57.5 µM), for the others: top-dose activity change, negative = inhibition, hits mostly inhibitors. 340,000 tested, 0.006% active. AID 504937, 2011; further: potency means the concentration at half of the fitted maximal effect
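Fluorogenic HMU-PC substrate (9 uM final) is turned over by placental ASM in 60 min at 37 C after a 10 min compound preincubation. Reaction ended by alkaline stop (pH 10), with fluorescence read at 386/447 nm.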
Numbers without * were called inactive; ? = inconclusive; . = not tested or not shown; & = joins results of further samples; [ ] = dose if it differs, or a comment. Unless noted, the call rests on the fitted dose curve; in most records, active means well fitted curve in the direction sought with a large enough effect; inconclusive means small, poorly fitted or top-dose-only effect, or another doubt; inactive means no such curve, though single readings can be large; an effect the other way counts as inactive or inconclusive.

SMILES | hERG WT inh | MBNL1-CUG inh | GALK inh | PKM2 activator | BCR signal inh | Menin MLL FP TR | TSHR antagonist | Mito fusion act | Eya2 phos inh | USP2a block | ASM inhibitor
CCCc1sc(N/N=C/c2ccccn2)nc1-c1ccc(Br)cc1 | -23 | 5% | 0% | -5% | ? | 20% | 5 | -8% | 1% | -1% | ?
COc1ccc(NC(=O)c2cccc3c2C(=O)c2ccc(-c4ccc(F)cc4OCc4ccccc4)cc2S3(=O)=O)cc1 | -16 | . | . | . | ? | . | -6 | . | 9% | 2% | -4%
COc1ccc(C(=O)NCC(=O)N2CCN(C(=O)c3ccco3)CC2)cc1OC | 4 | . | . | . | -1% | . | -2 | -4% | -3% | 1% | 4%
COCCNC(=O)C(c1ccc(Cl)cc1)N(CCOC)C(=O)CCC(=O)Nc1nccs1 (stereo unspecified) | -10 | -3% | 1% | 8% | 0% | -9% | 2 | -1% | 7% | 1% | 5%
CCO[C@@H]1OC(C(=O)NCc2ccccc2)=C[C@H](c2ccc3c(c2)OCO3)[C@H]1CCCO | . | -2% | 5% | 3% | 6% | -12% | -6 | 1% | -6% | 0% | 5%
COc1ccc(C(=O)/C=C/c2cn(CN3CCN(C)CC3)c3ccccc23)cc1 | 4 | 12% | 0% | -2% | ? | ? | -9 | 14% | -11% | 0% | 292%[activator]
CCn1cc(C(=O)NCCC(=O)NCCO)c(=O)c2cc3c(cc21)OCO3 | -4 | -1% | -4% | . | ? | -8% | -3 | -9% | 6% | -1% | 5%
CCSc1nnc([C@@H](NC(=O)OC(C)(C)C)C(C)C)o1 | 2 | 10% | 2% | -7% | 2% | . | 8 | -3% | 19% | -1% | 2%
CN(C)C1=NC[C@H](Cc2ccccc2)N1CC1CCCC1 | 5 | . | . | . | -4% | . | 0 | -11% | 9% | 1% | -1%
O=C(NC1CC2CCC(C1)N2Cc1ccco1)c1ccccc1 (stereo unspecified) | 10 | -13% | 1% | 2% | -7% | -8% | -1 | 0% | 4% | 2% | 1%
CC(=O)CSc1ccc(C(=O)O)cn1 | 2 | ? | 2% | 3% | 2% | 5% | -1 | -5% | 4% | 3% | 6%
CCOC(=O)N1CCN(c2ncnc3nc[nH]c23)CC1 | -14 | ? | -1% | -1% | -5% | -4% | -6 | 2% | 3% | 0% | 3%
Cc1ccccc1NC(=S)NCc1cccs1 | 3 | 3% | -2% | -7% | 3% | 1% | 0 | 0% | -11% | 0% | -2%
CCOc1ccc(NC(=O)CN(C)CC(=O)Nc2ccccc2SC)cc1OCC | -10 | -16% | 0% | -8% | -5% | -9% | 24 | 4% | 2% | 4% | 7%
O=C(CNC(=S)NC(=O)c1ccccc1Br)c1ccccc1 | -1 | -12% | 0% | -17% | ? | ? | 7 | 9% | 13% | -2% | 2%
O=C(Cc1nn[nH]n1)NCCC1=CCCCC1 | -2 | 4% | 0% | 0% | 4% | -16% | 33 | 3% | 7% | -1% | 2%
CC(C)C(NS(=O)(=O)c1ccccc1)C(=O)N1CCN(C(=O)c2ccco2)CC1 (stereo unspecified) | -19 | -3% | -3% | . | 9% | . | 3 | 1% | 4% | 2% | 2%
CC(c1ccco1)N(C(=O)COc1ccc(Cl)cc1)c1ccccn1 (stereo unspecified) | -1 | -1% | 1% | -16% | -1% | 4% | 6 | 5% | -9% | 0% | -5%
CCCc1nc2c(nnn2Cc2ccccc2Cl)c(=O)[nH]1 | -9 | -4% | 3% | 0% | ? | 4% | 9 | 2% | -22% | 2% | 0%
CC1CC(C)CN(C(=O)C(NS(=O)(=O)c2ccc3c(c2)oc(=O)n3C)C(C)C)C1 (stereo unspecified) | 1 | -2% | 1% | -3% | 6% | -3%[11.7 µM] | 7 | -2% | -2% | 1% | 0%

The list goes on (2 carried over from the part before).
SMILES | hERG WT inh | MBNL1-CUG inh | GALK inh | PKM2 activator | BCR signal inh | Menin MLL FP TR | TSHR antagonist | Mito fusion act | Eya2 phos inh | USP2a block | ASM inhibitor
CCCc1nc2c(nnn2Cc2ccccc2Cl)c(=O)[nH]1 | -9 | -4% | 3% | 0% | ? | 4% | 9 | 2% | -22% | 2% | 0%
CC1CC(C)CN(C(=O)C(NS(=O)(=O)c2ccc3c(c2)oc(=O)n3C)C(C)C)C1 (stereo unspecified) | 1 | -2% | 1% | -3% | 6% | -3%[11.7 µM] | 7 | -2% | -2% | 1% | 0%
CCN(CC(=O)N1CCCC1)S(=O)(=O)c1ccc(OC)cc1 | -2 | -2% | 2% | 1% | 6% | -1% | 14 | 2% | -8% | 2% | 2%
CC(C)CCNC(=O)COC(=O)c1ccc(Br)o1 | 5 | 1% | -3% | 5% | 10% | 5% | -1 | -1% | -5% | -3% | 4%
Cc1cc(NC(=O)Cn2c(=O)c3c(ncn3CCC(C)C)n(Cc3ccccc3)c2=O)no1 | 0 | -4%&-4% | 10%&-1% | 4%&-6% | -1%&5% | -2%&20% | 5&23 | -2%&4% | -4%&-4% | -1%&-1% | 2%
COc1ccc(NC(=O)COC(=O)C2CC3C=CC2C3)cc1 (stereo unspecified) | . | 6% | -1% | -4% | 3% | 17% | -8 | -4% | 13% | 1% | 4%
O=C(N/N=C/C(Br)=C/c1ccccc1)C1CC1 | 6 | 20% | 2% | 2% | ? | 16% | -5 | 4% | ? | 2% | 0%
OC(c1cccs1)c1nccc2ccccc12 (stereo unspecified) | -6 | 7% | -2% | 4% | -8% | -3% | -7 | 3% | -22% | -1% | -2%
O=[N+]([O-])c1ccc(F)cc1OCc1cccc(S(=O)(=O)N2CCOCC2)c1 | -9 | . | . | . | -11% | . | -9 | 7% | -6% | 3% | -1%
Cc1nc(SCC(=O)NCc2ccc3c(c2)OCO3)c(C#N)c2c1CCCC2 | -1 | 2% | 6% | 12% | ? | -20% | 1 | 25% | 5% | 2% | -5%
c1cc(C2CCCCC2)ccc1Oc1nc(N2CCOCC2)nc(N2CCOCC2)n1 | 3 | -10% | 0% | -1% | 0% | -9% | 1 | -1% | 5% | 1% | 3%
Cc1cccc(C(=O)NC2CCN(S(=O)(=O)c3ccccc3)CC2)c1 | -7 | 4% | 5% | 0% | 1% | 3% | -4 | 6% | -4% | 1% | 3%
COc1cccc(CNc2ccc(S(N)(=O)=O)cc2)c1OCc1ccccc1F | 11 | 0% | 0% | -2% | 0% | 10% | -2 | 2% | -5% | -1% | -1%

Some values from above.
In hERG WT inh, `CC(C)CCNC(=O)COC(=O)c1ccc(Br)o1` has the entry 5
In Eya2 phos inh, `Cc1nc(SCC(=O)NCc2ccc3c(c2)OCO3)c(C#N)c2c1CCCC2` has the entry 5%
In TSHR antagonist, `Cc1cc(NC(=O)Cn2c(=O)c3c(ncn3CCC(C)C)n(Cc3ccccc3)c2=O)no1` has the entry 5&23

A portion of the library; rates above refer to the full screens.
